# Fibroblast inh = blocks proliferation of human lung fibroblasts; LL 47 human lung fibroblast viability, ATP luminescence; hits give low values; viability, % at 10 µM; 85,000 tested, 1.1% active; AID 719;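 active means viability at or below 50% in the single dose screen; inactive means viability above 50%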;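 further: compound exposure lasted 72 h before the ATP readout; 100% = median luminescence of untreated cell-only wells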
#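 Test system: LL 47 human lung fibroblasts / Quantity: 1,150 cells in each well / Medium: IMEM growth medium with 15% fetal bovine serum / Incubation: 72 h compound exposure at 37 °C after overnight plating / Detection: CellTiter-Glo luminescence measuring cellular ATP / Read-out: % viability versus median cells-only luminescence / Benchmarks: cell-only wells, no compound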
# HUVEC inhibit = blocks proliferation of human endothelial cells | HUVEC proliferation, CellTiter-Glo luminescence, 72 h; hits give low values | 86,000 tested, 1.1% active | AID 648 | viability, % at 10 µM (by protocol);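 active means viability at or below 30%; inactive means viability above 30%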;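 further: 100% = median luminescence of DMSO-only cell control wells on each plate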
# Smad3 FoxH1 inh = Smad3 (human) transcription factor binding inhibition | P84022 | TR-FRET Smad3/Dy647-FoxH1 peptide binding, europium anti-His | inhibition, % at 25 µM | 88,000 tested, 0.29% active;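 active means compounds that reduce the energy-transfer binding signal between the protein and its labelled peptide by more than half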;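 further: 0% = Smad3 plus labelled peptide maximal FRET and 100% = peptide-only background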
# Target sequence (P84022 whole entry, looked up): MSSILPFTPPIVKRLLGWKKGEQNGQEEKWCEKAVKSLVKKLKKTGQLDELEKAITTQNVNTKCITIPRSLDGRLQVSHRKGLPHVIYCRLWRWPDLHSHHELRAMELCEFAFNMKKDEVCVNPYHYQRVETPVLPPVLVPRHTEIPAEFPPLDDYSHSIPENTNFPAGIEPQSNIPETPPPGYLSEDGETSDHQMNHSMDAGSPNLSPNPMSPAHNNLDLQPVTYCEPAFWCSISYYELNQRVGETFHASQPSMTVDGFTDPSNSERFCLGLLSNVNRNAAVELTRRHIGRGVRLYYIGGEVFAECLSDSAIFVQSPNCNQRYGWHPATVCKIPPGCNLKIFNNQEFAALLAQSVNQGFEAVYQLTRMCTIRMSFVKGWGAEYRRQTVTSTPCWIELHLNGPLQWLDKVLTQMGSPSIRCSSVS
# ERa SRC1 pot = ER-alpha (human) coactivator binding potentiation. TR-FRET ERalpha-LBD/SRC-Cy5 coactivator binding, 2 h; 100 = basal binding, no effect. coactivator binding (% of control), % at 25.6 µM. 86,000 tested, 1.3% active. AID 639; in the data active means activity above about 200%;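 further: binding measured in presence of low estradiol as agonist stimulus; 0% = peptide alone without receptor and 100% = receptor with peptide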
# Target sequence (P03372 whole entry, looked up, the tested form may be a part): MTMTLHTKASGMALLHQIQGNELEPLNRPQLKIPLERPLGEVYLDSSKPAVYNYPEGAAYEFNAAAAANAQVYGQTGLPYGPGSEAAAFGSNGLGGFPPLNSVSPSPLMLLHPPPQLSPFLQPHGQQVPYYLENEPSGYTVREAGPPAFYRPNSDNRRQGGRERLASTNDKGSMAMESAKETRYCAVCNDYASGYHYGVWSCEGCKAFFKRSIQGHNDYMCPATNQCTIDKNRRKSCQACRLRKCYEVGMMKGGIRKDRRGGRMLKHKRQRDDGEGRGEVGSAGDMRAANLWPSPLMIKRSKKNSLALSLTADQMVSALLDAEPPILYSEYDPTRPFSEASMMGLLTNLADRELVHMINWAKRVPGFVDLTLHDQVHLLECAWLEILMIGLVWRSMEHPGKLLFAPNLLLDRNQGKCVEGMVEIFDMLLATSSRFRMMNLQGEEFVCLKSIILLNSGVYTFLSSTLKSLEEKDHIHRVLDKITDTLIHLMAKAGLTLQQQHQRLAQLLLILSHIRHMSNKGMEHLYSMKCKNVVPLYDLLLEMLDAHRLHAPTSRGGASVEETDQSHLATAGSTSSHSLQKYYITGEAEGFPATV
# ERb coact inh = blocks coactivator binding to human estrogen receptor beta; TR-FRET ER-beta LBD / SRC1-Cy5 peptide binding; receptor agonist-loaded with 1 µM estradiol; inhibition, % at 25.6 µM; 86,000 tested, 1.3% active; AID 633;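 active means compounds whose percent inhibition of the receptor-coactivator binding signal exceeds about 50% in the single-dose screen, limit read from the data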;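 further: 0% = receptor plus peptide wells without compound and 100% = peptide-only wells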
# H69AR inhibit = blocks growth of human H69AR lung tumor cells | viability, % at 10 µM | AID 598 | 85,000 tested, 6% active | H69AR lung tumor viability, ATP luminescence, 72 h; hits give low values;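 active means viability at or below 40%; inactive means viability above 40%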;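 further: multidrug resistant small cell line overexpressing MRP-1 efflux transporter; 100% = mean luminescence of untreated control wells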
# MT1-MMP txn act = MT1-MMP promoter transcription activation; AID 750; HT1080 MT1-MMP promoter luciferase reporter, luminescence, overnight; hits give high values; activation factor at 10 µM; 86,000 tested, 0.16% active;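 active means activation factor of at least 2 for MT1-MMP transcription at 10 µM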
# Mac1 fbg enh = increases human CD11b/CD18 adhesion to fibrinogen | P05107+P11215 | K562 CD11b/CD18 adhesion to fibrinogen, ATPlite luminescence | activation, % at 10 µM | 93,000 tested, 0.07% active;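 active means 10 µM primary screen giving 50% or more activity, confirmed by 40% or more on retest at that dose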; further: strong numbers were not always called active; reference of the scale not given here
# ERa SRC1 inh = ER-alpha (human) coactivator binding inhibition. AID 629. TR-FRET ER-alpha LBD / SRC-1 peptide, estradiol-bound. P03372. inhibition, % at 25.6 µM. 86,000 tested, 1.7% active; in the data active means inhibition above about 50%;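 further: 0% = receptor plus peptide control and 100% = peptide only without receptor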
# * marks the source's active call; other numbers are inactive results; . = not tested or not shown; [ ] = dose if it differs, or a comment.
Structure,Fibroblast inh,HUVEC inhibit,Smad3 FoxH1 inh,ERa SRC1 pot,ERb coact inh,H69AR inhibit,MT1-MMP txn act,Mac1 fbg enh,ERa SRC1 inh
O=C1CC(N2CCCc3ccccc32)C(=O)N1c1ccccc1Cl (centres undefined),93,79,0,95,-4,66,1.1,.,1
CN(C(=O)CSC1=Nc2ccccc2C2=NC(c3ccccc3)C(=O)N12)C1CCCCC1 (centres undefined),91,85,6,72[fluorescence artefact?],4,41,1.2,-2,9
CN(C)S(=O)(=O)c1ccc(S(=O)(=O)NC2CCOC(C)(C)C2)cc1 (centres undefined),91,94,1,105,-3,90,1.1,.,4[fluorescence artefact?]
O=C(NC1CCS(=O)(=O)C1)c1cccc(S(=O)(=O)N2CCOCC2)c1 (centres undefined),89,89,-2,119[fluorescence artefact?],-10,105,1.3,-3,-5
CCOc1ccc(C(=O)C(c2ccccc2)N2CCOCC2)cc1 (centres undefined),106,90,3,111,-14[fluorescence artefact?],97,1.2,-3,-1[fluorescence artefact?]
Cc1nc2nc(-c3ccco3)nn2c(C)c1Cl,98,103,-9,94,30,65,1.3,-1,13
C=CCNc1nc(NCc2ccccc2)c(C#N)c2c1CN(C)CC2,58,11*,-24,100[fluorescence artefact?],3[fluorescence artefact?],29*,1.6,-5,-1[fluorescence artefact?]
Cc1ccccc1CN1C2=NCCCN2c2ccccc21,95,77,6,111,-11,86,1.3,-3,-1
COc1cc(C)nc(N2CCCC(C(=O)Nc3cc(Cl)ccc3OC)C2)n1 (centres undefined),106,90,-2,111,-14[fluorescence artefact?],58,1.2,.,-6
Nc1nnc(CCOc2ccccc2Cl)s1,103,102,3,103,-5,82,1.2,.,-5
CCOC(=O)CC1C(=O)NCCN1C(=O)c1cc2c(=O)n3cccc(C)c3nc2s1 (centres undefined),94,110,1,103,-21,83,1.1,-6,-8
COc1ccc(NC(=O)CSc2c(C)nn(-c3nnc(C)c(=O)[nH]3)c2C)cc1,109,106,5,105,-4,100,1.2,1,-1
CCN(CC)C(=O)c1cccc(-c2ccc(OC)cc2)c1,110,100,9,99,1[fluorescence artefact?],95,1.3,13,-3
COc1cccc(-c2cn3nc(C)c(C)nc3n2)c1,96,79,0,99[fluorescence artefact?],37,82,1.2,14,40[fluorescence artefact?]
CCN(c1ccccc1)S(=O)(=O)c1ccc(F)cc1C,95,108,-9,121,-3,88,0.9,10,0
COc1cccc(N2CCN(C(c3ccccn3)c3nnnn3C(C)(C)C)CC2)c1 (centres undefined),82,95,3,104[fluorescence artefact?],-10,85,1.2,.,-14
COc1ccc(Cl)cc1NC(=O)CN1CCC(n2nnc3ccccc32)CC1,96,98,-12,114,28,91,1.2,.,2
Cc1cc(C)n(-c2ccc(C(=O)NCc3cccs3)cc2)n1,97,94,-8,124,1,91,1.1,-2,-4
COc1ccc(-n2c(N)c(C(=O)NCC3CCCO3)sc2=S)cc1 (centres undefined),100,99,-9,109,-9,95,1.1,-1,7
CC1(C)CC(=O)c2cc(C(=O)NC3CCSC3=O)c(=O)n(-c3ccccc3)c2C1 (centres undefined),96,104,-2,69,1,.,1.1,-4,-2
C/C(Cl)=C\Cn1c(NCCc2ccccc2)nc2c1c(=O)n(C)c(=O)n2C,96,76,9,125,-4,49,0.8,-4,-1
CC(C)(C)c1ccc(OCC(=O)Nc2ccc(-c3nc4cccnc4o3)cc2)cc1,110,88,15,195[fluorescence artefact?],5,62,1.1,17,18
COc1ccc(C2C(C(=O)O)c3ccccc3C(=O)N2C)cc1Br (centres undefined),104,94,9,112,-5,91,1.2,-5,4
CC(=O)c1sc(Nc2ccccn2)nc1C,110,76,24[fluorescence artefact?],105,0,56,1.3,1,-9
O=S(=O)(c1ccc2nc(Cc3ccccc3)[nH]c2c1)N1CCOCC1,102,104,-5,103[fluorescence artefact?],4,100,0.9,-1,-3
Cc1cc(C)n(-c2ncc(-c3ccccc3)nn2)n1,105,109,-5,99,-3,86,1.2,2,-8
CCNS(=O)(=O)c1cc(OC)ccc1OC,102,95,7,104,0,99,1.3,-1,-4
Cc1ccc(S(=O)(=O)c2nc(-c3ccccc3)oc2NCCN2CCOCC2)cc1,103,98,-10,106,0[fluorescence artefact?],.,1.1,5,-6
COc1cc2c(cc1OC)-c1cc(NCc3ccccn3)nc(=O)n1CC2,94,83,10,513*[fluorescence artefact?],48[fluorescence artefact?],95,1.1,-1,-10[fluorescence artefact?]
CC(C)OC(=O)CSc1nnc(SCc2cccc3ccccc23)s1,106,102,2,96,-11,100,1,5,-10
Cc1cc(S(=O)(=O)NC(C)C)ccc1OCC(=O)N1CCOCC1,112,95,-7,85,2,104,1,-4,3
CC(C)(C)n1nnnc1C(c1ccc(C#N)cc1)N1CCCC2(CCCCC2)C1 (centres undefined),96,99,6,112,-3[fluorescence artefact?],95,1.3,6,2[fluorescence artefact?]
CCCCCn1c(N2CCOCC2)nc2c1c(=O)n(CC(N)=O)c(=O)n2C,99,109,-5,140,-3,66,1.1,0,-16
CC(=O)SC(C)CC(=O)NCc1ccccc1 (centres undefined),102,104,3,104,-6,112,1.1,-3,0
Cc1ccc(NC(=O)CN(C)S(=O)(=O)c2cnc[nH]2)cc1C,99,85,-8,105,-6,88,1.3,0,-13
Cc1ccc(N2C(=O)C3C4C=CC(C4)C3C2=O)cc1 (centres undefined),103,108,1,105,0,94,1.1,-3,-11
Cc1ccccc1-c1nnn(CC(=O)NCc2ccc3c(c2)OCO3)n1,93,97,6[fluorescence artefact?],110,2,97,1.1,-2,1
CCOC(=O)C(O)(C1C(=O)CC(C)(C)CC1=O)C(F)(F)F (centres undefined),107,93,-12,112,12[fluorescence artefact?],95,1.3,-4,11[fluorescence artefact?]
CCCc1cc(C(=O)Nc2c(C)n(C)n(-c3ccccc3)c2=O)no1,97,107,-4,104[fluorescence artefact?],-6[fluorescence artefact?],96,.,-1,4[fluorescence artefact?]
O=C(Nc1ccccc1)N(Cc1cccnc1)Cc1ccco1,100,87,9,128,3,88,1.2,1,-5

# Overlap with the part before: 4 compounds, then new ones.
Structure,Fibroblast inh,HUVEC inhibit,Smad3 FoxH1 inh,ERa SRC1 pot,ERb coact inh,H69AR inhibit,MT1-MMP txn act,Mac1 fbg enh,ERa SRC1 inh
Cc1ccccc1-c1nnn(CC(=O)NCc2ccc3c(c2)OCO3)n1,93,97,6[fluorescence artefact?],110,2,97,1.1,-2,1
CCOC(=O)C(O)(C1C(=O)CC(C)(C)CC1=O)C(F)(F)F (centres undefined),107,93,-12,112,12[fluorescence artefact?],95,1.3,-4,11[fluorescence artefact?]
CCCc1cc(C(=O)Nc2c(C)n(C)n(-c3ccccc3)c2=O)no1,97,107,-4,104[fluorescence artefact?],-6[fluorescence artefact?],96,.,-1,4[fluorescence artefact?]
O=C(Nc1ccccc1)N(Cc1cccnc1)Cc1ccco1,100,87,9,128,3,88,1.2,1,-5
CC(=O)Nc1c(C(=O)c2ccc(F)cc2)oc2ccccc12,98,104,10,110,-8,104,1.2,-5,-5
Cc1c(C(=O)Nc2ccc(C(=O)O)cc2)cnn1C,98,99,7,118,-6,97,1.2,0,-8
COC(=O)C1C(=O)C2=C(CC1C)NC(C)=C(C(=O)OC(C)C)C2c1ccc(C)o1 (centres undefined),98,92,-4,91,1,91,1,-1,1
Cc1nnc(SCC(=O)N2CCN(Cc3ccccc3)CC2)s1,97,96,10,137[fluorescence artefact?],-8,91,1,-3,-2
Cc1ccccc1-n1c(Cn2c(=O)sc3ccccc32)nnc1SC(C)C,100,83,-8,82[fluorescence artefact?],7,86,1.1,.,8
C/C(=N\Nc1ccc(F)cc1F)c1ccc(F)cc1,102,80,-11,65,11,97,1,.,8
CCCCNC(=O)CCn1c(=O)c2ccccc2n(CC(=O)N2CC(C)CC(C)C2)c1=O (centres undefined),100,107,0,114,-8,85,1.2,8,-5
O=C(c1csc2c1CCCC2)N1CCCCC1,100,99,-4,122,-4,94,1.2,-3,5
COc1cc2[nH]c3c(=O)n(CCN4CCCCC4)cnc3c2cc1OC,95,95,-1,112,22,100,1.2,-1,21
CC(C)OCCCNC(=O)c1ccc(Br)cc1,98,100,27[fluorescence artefact?],104,-6,109,1.5,.,0
Cc1ccc(-n2c(O)c(C=NC3CCS(=O)(=O)C3)c3ccccc3c2=O)cc1C (centres undefined),99,97,6,100,-2,85,1.1,0,6[fluorescence artefact?]
Cc1cc(C)nc(N2CCCC(C(=O)Nc3nnc(C)s3)C2)n1 (centres undefined),102,98,4,111,0[fluorescence artefact?],100,1.1,-2,4
CCOc1ccccc1C(=O)NCC(=O)OCC(=O)NCCc1ccc(S(N)(=O)=O)cc1,97,102,7,108,-2,88,1,2,-119[fluorescence artefact?]
CCOC(=O)C1CCN(Cc2ccc(OC)cc2OC)CC1,99,94,6,104,-21[fluorescence artefact?],95,1.1,.,-15
Cc1oc(C)c2c(=O)ccc3c(c12)OC(N)=C(C#N)C3c1ccccc1 (centres undefined),89,63,6,91,22,91,1.1,9,-18
Cc1cc(-n2c(C)cc(C(=O)CSc3ccc4c(c3)OCCO4)c2C)no1,98,79,7,95,-5,60,1.3,-3,5
O=C1Cc2cccc3cccc1c23,100,93,10,92,-11,88,1.1,0,-3
C=C(C)COc1ccc(-c2n[nH]c(C)c2Oc2ccccc2OC)c(O)c1,87,29*,1,82[fluorescence artefact?],9[fluorescence artefact?],7.2*,1.2,-1,-2
CC(c1ccccc1)C1CC(=O)N(Cc2ccco2)C1=O (centres undefined),98,89,4,89,27,82,1,0,5
Cc1cccc2cc(CN(Cc3ccccc3)C(=O)N3CCOCC3)c3nnnn3c12,91,86,5,103,-1,66,1,.,9[fluorescence artefact?]
CNC(=O)CSCCn1c(SCC(=O)NC)nc2ccccc2c1=O,96,99,-5,107,-10,93,1,0,5
O=C(CSC1=NC(=O)C(Cc2ccccc2)C(=O)N1)NC1CCCCC1 (centres undefined),110,109,-1,91[fluorescence artefact?],20[fluorescence artefact?],91,1,-1,12
Cc1ccc(CSc2ncn(-c3ccccc3)n2)cc1,118,108,-4,101,-7,97,1.1,0,-3
CCOC(=O)C(C)Sc1nnc(Cc2cc(=O)[nH]c(=O)[nH]2)n1-c1ccc(OCC)cc1 (centres undefined),96,97,1,118[fluorescence artefact?],5[fluorescence artefact?],92,1,1,-4
CCOC(=O)c1ccc(NS(=O)C23CC4CC(CC(C4)C2)C3)cc1 (centres undefined),95,102,0,95,0,96,1.2,1,-8
Cc1ccc(/C(O)=C2/C(=O)C(=O)N(CCN3CCOCC3)C2c2cccnc2)cc1 (centres undefined),102,101,8[fluorescence artefact?],113,-7,95,1.1,.,-10
Cc1ccc(C(=O)CCCn2nnc(-c3cccnc3)n2)cc1C,106,106,-18,111,1,98,1.2,2,-12
N#C[C@@H]1[C@@H]2C(=O)N(c3ccc4c(c3)OCCO4)C(=O)[C@@H]2C2c3ccccc3C=CN21 (some centres undefined),103,124,2,103[fluorescence artefact?],25[fluorescence artefact?],81,1.1,.,9
CN(C(=O)OCc1ccccc1)C(CC(N)=O)C(=O)O (centres undefined),98,98,4,142[fluorescence artefact?],-6[fluorescence artefact?],100,1.1,2,0

# The list is partial; rates above refer to the full screens.
